Screens: PubChem, several laboratories
SKN-1 inh – inhibitors of C. elegans SKN-1; C. elegans VP596 Pgst-4::GFP/RFP ratio, acrylamide-induced, 24 h; inhibition, % at 21.8 µM; 0.49% of 360,000 active; AID 624304;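 active = interference check ratio from 0.5 to 1.5 plus GFP to RFP signal ratio inhibition reaching or exceeding a fixed threshold, cut at about 30% in these data, passing the limit was not always enough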; also: some compounds called inactive have numbers as strong as hits
Scp-1 inhibitor – Scp-1 (human) phosphatase inhibition; Recombinant Scp1, phosphopeptide, malachite green phosphate absorbance; inhibition, % at 20 µM; 0.88% of 340,000 active; AID 493091;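 active = inhibition above about 50% at 20 µM, limit read from the data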;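 also: plate controls were DMSO wells with enzyme for no effect and wells lacking enzyme for full effect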
Target sequence (Q9GZU7 76-261 limits assumed): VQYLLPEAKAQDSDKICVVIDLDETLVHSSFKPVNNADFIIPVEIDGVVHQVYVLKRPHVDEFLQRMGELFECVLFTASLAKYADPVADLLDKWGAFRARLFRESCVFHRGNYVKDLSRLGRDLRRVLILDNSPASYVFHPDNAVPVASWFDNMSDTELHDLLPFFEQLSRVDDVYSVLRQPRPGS
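assay system = SCP-1 phosphatase catalytic domain, residues 76-261 | buffer or medium = 50 mM Tris acetate pH 5.5, 0.005% Tween-20, 10 mM MgCl2 | incubation = enzyme reaction 45 min at room temperature, colour 5 min, stabilisation 30 min | signal = Phosphate-binding colour reagent, absorbance read at 630 nm | measure = % inhibition at 20 µM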
Neddylation inh – cullin neddylation inhibition. TR-FRET cullin neddylation, biochemical. calls only at 25 µM. 0.58% of 360,000 active. P61081+Q13564; in the data active = inhibition above about 36%
DNMT1 block – inhibitors of human DNMT1; inhibition (reported as % activation of signal), % at 10 µM; 0.83% of 360,000 active; DNMT1 molecular beacon, Hinp1I cleavage, fluorescence; in the data active = inhibition above about 50%
NadD block – NadD (S. aureus) enzyme inhibition | inhibition, % at 20 µM | purified NadD enzyme, colorimetric absorbance read-out | 0.78% of 360,000 active | AID 602399; in the data active = inhibition above about 26%; also: some compounds past the cut are filed as inactive
STEP block – blocks human striatal-enriched tyrosine phosphatase. P54829. recombinant STEP, OMFP fluorogenic substrate, fluorescence. inhibition, % at 20 µM. 0.25% of 360,000 active. AID 588621;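 active = inhibition at 20 µM, scaled per plate between control wells, above about 37%, limit read from the data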;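 also: 0% = DMSO with enzyme and substrate and 100% = substrate only without enzyme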
Target sequence (P54829 whole entry, looked up): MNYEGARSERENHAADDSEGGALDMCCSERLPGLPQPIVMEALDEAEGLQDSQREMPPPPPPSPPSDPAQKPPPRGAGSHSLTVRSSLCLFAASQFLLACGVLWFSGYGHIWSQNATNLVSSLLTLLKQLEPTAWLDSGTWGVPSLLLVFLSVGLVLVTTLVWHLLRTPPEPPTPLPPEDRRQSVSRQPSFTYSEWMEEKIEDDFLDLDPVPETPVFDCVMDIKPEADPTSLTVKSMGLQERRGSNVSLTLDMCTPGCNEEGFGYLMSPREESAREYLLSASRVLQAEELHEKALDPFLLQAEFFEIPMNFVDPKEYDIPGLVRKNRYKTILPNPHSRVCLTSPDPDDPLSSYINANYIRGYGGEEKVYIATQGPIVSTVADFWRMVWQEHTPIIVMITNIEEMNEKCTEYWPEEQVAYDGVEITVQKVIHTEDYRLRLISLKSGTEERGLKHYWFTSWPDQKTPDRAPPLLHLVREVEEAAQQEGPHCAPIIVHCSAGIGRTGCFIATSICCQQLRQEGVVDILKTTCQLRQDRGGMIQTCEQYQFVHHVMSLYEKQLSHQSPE
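medium = Bis-Tris buffer pH 6.0, 2.5 mM DTT, 0.005% Tween 20 | test system = STEP (striatal-enriched tyrosine phosphatase) enzyme, cell-free | measure = normalized % inhibition | compound dosing = 20 µM, 1% DMSO | also added = 25 µM OMFP | schedule = reaction 20 min, ambient temperature | measured by = fluorescence read at 480 nm ex / 540 nm em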
Tb MetRS inh – Trypanosoma brucei MetRS inhibition | inhibition, % at 11.9 µM | 0.4% of 360,000 active | purified T. brucei MetRS, ATP depletion, Kinase-Glo luminescence | AID 624268;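 active = inhibition above a per-plate cutoff of the control wells' mean inhibition plus 3 SD, cut at about 5.5% in these data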;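 also: 0% = DMSO wells median and 100% = median of wells with control inhibitor compound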
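assay system = parasite MetRS enzyme | timing = 15 min preincubation, 2 h reaction, all 25 °C | evaluation = percent inhibition relative to median high and low control wells | medium = HEPES buffer containing pyrophosphatase, BSA, spermine, DTT | compound = single dose, 11.9 µM final nominal, 0.9% final DMSO | detection = Kinase-Glo luminescence, ATP depletion format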
LMPTP block – LMPTP (human) inhibition; 0.22% of 360,000 active; P24666; inhibition, % at 20 µM; recombinant LMPTP-A, OMFP fluorogenic substrate, fluorescence intensity;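 active = compounds that cut the enzyme signal by at least half of the control window in the single-dose screen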;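 also: plate controls were DMSO wells with enzyme plus substrate for no effect and substrate without enzyme for full effect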
Target sequence (P24666 whole entry, looked up): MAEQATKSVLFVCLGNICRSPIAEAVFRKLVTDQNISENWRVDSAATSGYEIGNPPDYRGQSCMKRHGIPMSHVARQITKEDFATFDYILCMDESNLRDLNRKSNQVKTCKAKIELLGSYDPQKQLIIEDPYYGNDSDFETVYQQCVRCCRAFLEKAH
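Buffer or medium: Bis-Tris pH 6.0, DTT, detergent; Assay system: LMPTP-A enzyme; Quantity: 0.625 nM enzyme; Detection: endpoint fluorescence intensity; Times: 50 min dark incubation at room temperature; Controls: substrate-only low control, DMSO enzyme-plus-substrate high control; Doses: single 20 µM dose; Read-out: percent inhibition versus substrate-only and uninhibited controls; Reagent: 400 µM OMFP.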
NRP1-CendR mod – NRP-1/CendR interaction modulation. O14786. FAM-RPARPAR peptide binding to NRP-1, fluorescence polarization. inhibition, % at 25 µM. 0.85% of 360,000 active;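 active = inhibition or corrected inhibition above about 18%, plus a signal ratio from 0.5 to 1.5, limit read from the data, passing the limit was not always enough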; also: strong numbers were not always called active
SUMO1 PPI mod – modulators of human SUMO1-mediated protein-protein interactions; SUMO1 binding to a labelled peptide, TR-FRET, 1 h; inhibition, % at 20 µM; P63165; 0.33% of 360,000 active; in the data active = inhibition above about 37%
Target sequence (P63165 whole entry, looked up): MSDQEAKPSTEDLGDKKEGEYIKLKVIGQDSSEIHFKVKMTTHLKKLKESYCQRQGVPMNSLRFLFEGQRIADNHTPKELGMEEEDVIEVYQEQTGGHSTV
An asterisk follows results filed as active; i = inactive; / = no result given.

SMILES	SKN-1 inh	Scp-1 inhibitor	Neddylation inh	DNMT1 block	NadD block	STEP block	Tb MetRS inh	LMPTP block	NRP1-CendR mod	SUMO1 PPI mod
CCOC(=O)c1cnn(CCOC(=O)Cc2cccs2)c1NC(=O)Cc1cccs1	15	-5	i	-4	-4	1	-0.7	1.4	1	-3
C[C@@H]1CN([C@H](C)CO)C(=O)c2cc(C#CC3CCCCC3)cnc2O[C@H]1CN(C)Cc1cccnc1	-1	/	i	10	21	-2	-2.2	-1.9	-10	4
CCCCCCn1c(-c2cccs2)n[nH]c1=S	-3	2	/	3	18	2	-0.8	0.5	6	2
COc1cccc(NC(=O)CN(C)C(=O)c2cc(C3CC3)nn2-c2ccccc2)c1	-1	-1	i	-5	-1	-3	-0.1	0.4	-1	-9
Cn1c(=O)c2cc(NC(=O)Cc3cccc4ccccc34)ccc2n1-c1ccccc1	1	/	/	-2	4	-3	-0.2	2.5	-12	3
COc1ccc(CC(=O)OC(C)C(=O)Nc2ccc(S(N)(=O)=O)cc2)cc1 (centres undefined)	-15	-1	i	1	-2	-2	-0.1	-0.6	-5	2
Cc1ccc(NC(=S)Nc2ccc(C(C)C)cc2)cc1S(=O)(=O)N1CCCCCC1	19	-18	i	-18	5	4	-0.5	1.6	-7	4
Cc1cc(C)n(-c2ccc(Cl)c(C(=O)OCC(=O)N3CCCCC3C)n2)n1 (centres undefined)	14	3	i	3	2	5	0.0	-1.4	-3	3
CCCCN1CN(Cc2ccccc2)CNC1=S	1	6	i	-3	2	1	0.1	-0.4	-6	-2
N#CCC(=O)N/N=C\c1ccccc1OC/C=C/c1ccccc1	-12	-8	i	-13	2	0	0.7	0.0	-4	-7
O=C(N/N=C1/SCC(=O)N1Cc1ccco1)c1ccccc1F	10	-3	i	5	1	-2	-0.5	0.7	0	0
Cc1ccc(-n2ncc3c(N4CCCC(C)C4)ncnc32)c(C)c1 (centres undefined)	8	-10	i	-2	-2	0	-0.6	-0.7	-2	2
O=C(O)C1CCN(S(=O)(=O)c2ccc3c(c2)OCCCO3)CC1	-14	-4	i	1	-4	-4	0.2	-0.2	14	3
COc1cccc(N(CC(=O)NC2CCCCC2)C(=O)c2snc(C(N)=O)c2N)c1	9	-3	i	-6	10	-1	-0.7	1.1	-4	-9
CN(C)C(=S)NC(=O)C12CC3CC(C)(CC(C)(C3)C1)C2	-5	-6	i	2	-1	3	1.5	-0.8	8	8
COc1ccc(-c2cc(C(F)(F)F)c(C#N)c(SCC(=O)Nc3nc(C)co3)n2)cc1	5	5	i	31	-3	6	-0.8	1.4	-34	-3
O=C(CCS(=O)(=O)c1ccc(Cl)cc1)Oc1ccc2c(c1)OCO2	8	-11	i	6	-4	-3	-1.1	-1.7	3	1
C/C=C/COC(=O)C1=C(C)NC(=O)NC1c1ccc2c(c1)OCO2 (centres undefined)	23	-8	i	0	-1	1	-0.6	-0.3	9	3
Cc1ccc(NC(=O)COc2coc(CN3CCc4ccccc4C3)cc2=O)c(C)c1	20	-5	i	1	5	-1	0.1	-0.6	0	4
COc1ccc(OC)c(NC(=O)COc2ccc(Br)cc2)c1	17	-15	i	0	-5	-3	-0.1	1.9	-1	2
COCCC(=O)N1CCC(Oc2ccc(C(=O)N3C[C@H]4CC[C@H]3C4)cc2)CC1	3	-8	i	2	4	0	-0.1	0.3	5	1
Nc1c(C(=O)C2CC2)sc2nc3c(cc12)CCC3	-8	-1	/	-2	-4	-4	-0.7	-1.1	-5	-17
COc1cccc(-c2n[nH]nc2C2=CC(=O)C[C@H](c3ccc(F)cc3)C2)c1	-7	/	i	-6	2	-2	-0.9	1.1	5	-9
Cc1ccn2c(=O)nc(SCC(=O)NCc3ccco3)nc2c1	11	72*	i	11	4	1	-0.5	0.6	-5	11
O=C(O)c1cccnc1Oc1ccccc1	7	3	i	3	-4	-2	-0.5	-0.9	18	0

Sorted by count of non-hydrogen atoms (rising): part of the list above.
SMILES	SKN-1 inh	Scp-1 inhibitor	Neddylation inh	DNMT1 block	NadD block	STEP block	Tb MetRS inh	LMPTP block	NRP1-CendR mod	SUMO1 PPI mod
O=C(O)c1cccnc1Oc1ccccc1	7	3	i	3	-4	-2	-0.5	-0.9	18	0
N#CCC(=O)N/N=C\c1ccccc1OC/C=C/c1ccccc1	-12	-8	i	-13	2	0	0.7	0.0	-4	-7
COc1cccc(N(CC(=O)NC2CCCCC2)C(=O)c2snc(C(N)=O)c2N)c1	9	-3	i	-6	10	-1	-0.7	1.1	-4	-9

The listing continues:
SMILES	SKN-1 inh	Scp-1 inhibitor	Neddylation inh	DNMT1 block	NadD block	STEP block	Tb MetRS inh	LMPTP block	NRP1-CendR mod	SUMO1 PPI mod
Cc1cc(Br)cn2cc(C(=O)O)nc12	-1	-5	i	0	-4	1	-0.3	-0.4	12	1
COc1ccc(OCC(=O)Nn2c(-c3cccc(OC)c3)nc3ccccc3c2=O)cc1	0	-2	i	-2	1	4	-1.2	-2.0	-1	11
CCn1c(CCNC(=O)c2ccc(Cl)c(Cl)c2)nnc1SCCOc1ccc(OC)cc1	5	5	i	3	1	0	0.2	1.6	-10	-12
C[C@H](CO)N1C[C@H](C)[C@@H](CN(C)C(=O)Nc2ccc(C(C)(C)C)cc2)OCc2cnnn2CCCC1=O	12	/	i	-1	4	2	-1.1	-0.9	-5	4
O=C(c1ccc(N2CCCC2=O)cc1)N1CCN(c2cccc(C(F)(F)F)c2)CC1	10	-7	i	1	-1	-1	-0.5	0.5	-9	-1
COc1ccc(Cl)cc1N(CC(=O)NCc1ccccn1)S(=O)(=O)c1ccc(C)cc1	6	/	i	-4	1	-2	-0.3	2.2	2	-1
CCCCN(C(=O)CCn1c(=O)oc2ccccc21)c1ccccc1	10	-5	i	0	-5	0	-0.5	-0.2	8	1
CCCCOc1ccc(C(=O)N2CCN(CC(=O)Nc3ccc(C)cc3)CC2)cc1OC	8	-4	i	-4	1	1	-0.3	0.1	0	2
O=c1cc(N2CCc3ccccc32)[nH]c(=O)n1-c1ccccc1	10	-11	i	-9	-1	2	0.7	0.0	-17	2
O=C(COC(=O)c1ccc(Cl)c(S(=O)(=O)N2CCCCCC2)c1)Nc1ccccc1	5	-18	i	-6	-10	5	-0.7	6.3	-8	-2
COCCNC(=O)CN(c1ccc(F)cc1)S(=O)(=O)c1ccc2c(c1)OCCO2	-3	-1	i	-1	-4	-1	-0.9	0.0	4	2
Cc1ccc(-n2c(CCc3ccccc3)nnc2SCC(=O)NCc2ccccc2)cc1C	1	-4	i	-3	2	-2	-0.5	1.8	5	-1
COc1ccc(OC)c(NC(=O)c2ccc(CSc3ncccn3)cc2)c1	8	-15	i	0	-10	5	-0.9	0.4	8	-2
C/C(=N\NC(=O)COc1ccc(C#N)cc1)c1ccccc1OC(F)F	-6	-4	i	4	-2	-2	-0.8	-1.1	6	4
CN(C)S(=O)(=O)c1ccc(C(=O)Nc2ccc(F)cc2F)cc1	0	3	i	1	1	-3	-0.3	1.8	-13	1
O=C(Nc1nccs1)c1cc2c(s1)-c1ccccc1OC2	1	-3	/	29	6	0	-0.5	0.9	-2	-13
Cc1ccc(S(=O)(=O)N2CCCC(N3CCOCC3)C2)cc1Cl (centres undefined)	-4	-1	i	2	-5	2	-0.6	-0.1	8	-4
CCN(c1ccc(OC)cc1)S(=O)(=O)c1cc(-c2cc(C)no2)ccc1C(C)C	7	-7	i	-8	-4	2	-0.3	5.3	-7	3
COc1cc(-c2ccc3sc(-c4ccsc4)c(C#CCO)c3c2)cc(OC)c1OC	12	0	i	-26	-10	2	0.1	3.6	0	1
O=C(Nc1ccc(Br)cn1)c1cccc(-c2cc3ccccc3oc2=O)c1	-5	25	i	64*	9	5	-0.7	12	-12	-3
CC(C)CN1CCC1(C)C(=O)Nc1cc(-c2ccccc2)nn1C (centres undefined)	-4	/	i	0	-5	-3	-0.6	-2.6	7	1
NC(N)=N/N=C(\N=Nc1ccccc1)c1ccc(Cl)cc1	8	-2	i	-5	-3	1	-0.4	2.1	6	-44
O=C(NCCc1ccncc1)C12CC3CC(CC(C3)C1)C2	-16	-5	i	2	-2	0	-1.0	-2.7	-2	-3
O=S(=O)(NNc1ncc(C(F)(F)F)cc1Cl)c1ccccc1	-2	-5	i	5	-2	-3	-0.2	0.1	0	6
Cc1cc(OCC(=O)Nc2ccc3oc(-c4ccncc4)nc3c2)ccc1Cl	-2	-2	i	17	1	4	0.1	3.1	-8	5
More results:
SMILES	SKN-1 inh	Scp-1 inhibitor	Neddylation inh	DNMT1 block	NadD block	STEP block	Tb MetRS inh	LMPTP block	NRP1-CendR mod	SUMO1 PPI mod
O=C(NCc1ccccc1)C(c1cccnc1)N(C(=O)c1csnn1)c1ccc(F)cc1 (centres undefined)	18	-7	i	-1	-2	2	0.1	-1.6	1	2
CC(C)OC(=O)CSc1nnc(CNc2nc(-c3ccccc3)cs2)n1C	-24	0	i	-7	-4	-1	-1.2	-1.1	0	4
Cc1ccc(-n2cc(CN(C)Cc3nccn3C)c(-c3ccc(F)cc3)n2)cc1	7	-7	i	-4	-4	-8	0.0	1.2	-2	4
O=C(Nc1ccc(F)cc1F)c1csc(-c2ccncc2)n1	1	4	i	0	5	0	0.4	0.4	9	-3
CCOC(=O)C1=C(N)N(c2ccccc2Oc2ccccc2)C(=O)C1	17	-8	i	-4	7	0	-0.6	1.1	0	-4
COCCNC(=O)C(=O)NCCN1CCNCC1	6	-1	i	0	7	2	-0.3	-8.1	0	1
CC(=O)Nc1ccc(NC(=O)CSc2ccc(C(F)(F)F)cc2[N+](=O)[O-])cc1	-3	-5	i	11	-3	0	-1.5	-0.7	4	-3
CCOC(=O)c1c(-c2ccc(C)o2)csc1NC(=S)NC(=O)c1ccccc1Br	4	-13	i	-3	-3	3	-0.8	2.3	8	-3
CCc1ccc(NS(=O)(=O)c2ccc3c(c2)CCN3C(=O)CCC(=O)O)cc1	2	7	i	1	-1	-1	-0.8	-1.4	6	7
COc1cc([N+](=O)[O-])ccc1NC(=O)CC(C)C	4	-11	i	4	-7	-3	-0.1	-1.6	-4	-17
CCc1cc(C(=O)N2CCc3c([nH]c4ccccc34)C2c2ccc(OC)cc2F)no1 (centres undefined)	3	-5	i	-11	9	-2	0.2	4.0	13	-2
CCOc1[nH]n(-c2ccccc2)c(=O)c1C=Nc1ccc(Cl)cc1	14	-2	i	-5	-5	3	0.4	1.7	15	2
CCCOn1nnnc1-c1ccccc1	15	1	i	-2	-3	0	-0.5	-2.6	1	-4
N#Cc1ccccc1S(=O)(=O)N1CCN(CC(O)CN2CCOCC2)CC1 (centres undefined)	-3	-6	i	1	6	-2	-0.4	-3.5	4	6
COc1ccc(OC)c(C(=O)c2coc3ccc(OC(C)=O)cc23)c1	-1	-1	i	3	2	-1	-0.9	-1.0	-8	5
